MgcRacGAP inhibition: MgcRacGAP GTPase-activating activity inhibitors, confirmation, biochemical, ADP Hunter fluorescence | MgcRacGAP-stimulated Rac1 GTP hydrolysis, ADP Hunter fluorescence; higher % means a stronger effect; GST-tagged Rac1 F28L mutant substrate | Rac GTPase-activating protein 1 (Homo sapiens) | actives 0.6% (n = 340,000) | inhibition, % at 30 µM, or IC50 in µM where a hit was titrated;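 active = first-screen hits whose inhibition reached a set limit at any dose in the follow-up dose series; inconclusive = inhibition above the set first-screen limit but never retested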;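 note: fluorescence reports GDP produced by GAP-driven GTP hydrolysis; strong numbers were not always called active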
UTI89 phage lysis: inhibition of K1F phage lysis, E. coli UTI89, bacterial capsule biogenesis inhibitors, alamar blue (AID 488966). actives 0.02% (n = 340,000). E. coli UTI89 K1F phage lysis, alamar blue, 2 h; higher % means a stronger effect. inhibition, % at 100 µM, or IC50 in µM where a hit was titrated;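 active = phage lysis inhibition, versus mean bacterial control, above a set limit; inconclusive = no clear call, values can overlap the other calls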;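 note: capsule biogenesis inhibitors block K1F phage lysis so surviving cells raise fluorescence; higher fluorescence means more inhibition of phage lysis; actives were called in the ten point dose series up to 300 µM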
TNAP activators: human TNAP enzyme activators, primary screen, biochemical, luminescent, no phosphate acceptor, uHTS (AID 1001); Alkaline phosphatase, tissue-nonspecific isozyme (Homo sapiens); purified TNAP, luminescent activation assay, no phosphate acceptor; higher activation fold means a stronger effect; activation fold at 20 µM; hits with a dose series show EC50 in µM; actives 0.03% (n = 200,000); in the data active = activation fold from about 3, or a potency from the dose series; inactive = the rest, 99 in 100 with activation fold below about 1.6; note: many of its hits are not listed in these tables
Salmonella PhoP GFP: inhibitors of PhoP regulon expression, primary screen, Salmonella Typhimurium, GFP reporter (AID 1863); S. Typhimurium PhoP-regulated promoter GFP reporter, 4 h; higher % means a stronger effect; inhibition, % at 50 µM; hits with a dose series show IC50 in µM; actives 0.16% (n = 300,000);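 active = inhibition over 29.93%, a cutoff 3 SD above the screen mean, later confirmed by dose response; inconclusive = inhibition over 29.93% but no dose response follow-up; inactive = inhibition at most 29.93% or unconfirmed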;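 note: 0% = low Mg2+ inducing control and 100% = high Mg2+ repressing control; strong numbers were not always called active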
Myeloid diff MLP: induction of myeloid progenitor differentiation, primary screen, cell-based, flow cytometry, MLPCN library | actives 1% (n = 360,000) | ER-HoxA9 myeloid progenitors, lysozyme-GFP differentiation | calls only at 10 µM;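 active = normalized GFP-positive differentiation at or above the plate's own cutoff, the solvent-only control mean plus 3 SD; inconclusive = no clear call, values can overlap the other calls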;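 note: cells exposed to compound for four days before flow analysis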
RSV CPE inhibition: RSV antiviral activity via CPE protection, HEp-2 cells, primary 10 µM value included (AID 2391); HEp-2 cells, RSV-induced CPE inhibition; higher % means a stronger effect; one-dose CPE inhibition, % at 10 µM; IC50 in µM for titrated hits; actives 0.13% (n = 310,000); in the data active = a potency from the dose series; inconclusive = CPE inhibition mostly from about 23% at the one dose, without a potency; inactive = the rest, 99 in 100 with CPE inhibition below about 21%; note: strong numbers were not always called active
NTR1 ag: agonists of NTR1, primary screen, imaging, U2OS cells, beta-arrestin-GFP, high content (AID 493036); Neurotensin receptor type 1 (Homo sapiens), P30989; NTR1-U2OS beta-arrestin-GFP spot imaging, agonist mode; activation, % at 20 µM; actives 0.17% (n = 330,000);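 active = activation at or above 40% of the spot to cytoplasm intensity ratio, with at least 20 cells analyzed; inconclusive = wells under 20 cells, flagged as cytotoxic or low count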;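 note: 0% = DMSO without peptide and 100% = 100 nM NTR1 peptide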
Target sequence (P30989 whole entry, looked up): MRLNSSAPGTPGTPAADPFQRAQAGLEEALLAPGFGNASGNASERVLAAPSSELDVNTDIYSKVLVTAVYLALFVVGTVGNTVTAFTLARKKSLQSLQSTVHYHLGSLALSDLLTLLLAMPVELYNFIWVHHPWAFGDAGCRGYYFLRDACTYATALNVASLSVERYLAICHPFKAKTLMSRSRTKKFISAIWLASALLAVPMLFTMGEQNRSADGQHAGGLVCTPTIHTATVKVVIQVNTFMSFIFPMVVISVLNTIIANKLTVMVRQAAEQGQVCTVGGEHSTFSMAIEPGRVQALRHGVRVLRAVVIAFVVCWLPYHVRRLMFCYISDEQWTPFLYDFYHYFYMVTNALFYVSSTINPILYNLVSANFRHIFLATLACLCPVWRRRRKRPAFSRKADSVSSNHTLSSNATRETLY
T cell HTS: modulators of CD8 T cell-vesicle binding, primary screen, mouse 2C CD8+ T cells, flow cytometry; 2C CD8+ T cell-vesicle binding; hits give low values; calls only at 7 µM; actives 0.068% (n = 330,000); AID 2052, 2009;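 active = response, share of CD8 T cells binding vesicles, and their 90th percentile fluorescence all below set limits, cut at about 80% in these data, passing the limit was not always enough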
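Incubation: binding step 1.5 h, 37 °C, antibody labelling 20 min, ice; system: murine 2C transgenic CD8+ T lymphocytes; technique: cytometric PE anti-B7-1 and Alexa647 anti-CD8 signals after 1% paraformaldehyde fixation; also added: QL9-charged Drosophila Ld/ICAM-1/B7-1 vesicles; control set: naked versus QL9-loaded vesicles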
Large T inhibition: SV40 large T antigen inhibitors, biochemical (AID 1903) | actives 0.39% (n = 310,000) | inhibition, % at 20 µM, or IC50 in µM where a hit was titrated | SV40 large T antigen ATPase/helicase inhibition assay; higher % means a stronger effect; in the data active = a potency from the dose series; inconclusive = inhibition mostly from about 32% at the one dose, without a potency; inactive = the rest, 99 in 100 with inhibition below about 32%; note: strong numbers were not always called active
T cell HTS vesicle-bound %: second read-out of T cell HTS, no call of its own (marks repeat the call); double positive events, %; measured here: CD8+ vesicle-bound cell fraction;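 binding gate set so that unloaded-vesicle control wells show 10% double positive cells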
NTR1 ag cell count 20 µM: recorded beside NTR1 ag, whose call it bears; cell count; measured here: cell count, cytotoxicity flag
Myeloid diff MLP GFP+ MAC1+ %: further read-out of Myeloid diff MLP, marked with its call; GFP+ MAC1+ double positive, %; measured here: differentiation confirmed by MAC1 staining
Active calls of the source: *; [ ] = remark or other dose.

NS(=O)(=O)c1cc2c(cc1Cl)NC(Cc1ccccc1)NS2(=O)=O (stereo not given) was read as MgcRacGAP inhibition 8%, UTI89 phage lysis 0.0%, Salmonella PhoP GFP -6%, Myeloid diff MLP inactive, RSV CPE inhibition 2.2%, NTR1 ag 4.4, T cell HTS inactive, Large T inhibition 1%, T cell HTS vesicle-bound % 32, NTR1 ag cell count 20 µM 75 and Myeloid diff MLP GFP+ MAC1+ % 0.6.
`CC(C)Oc1ccc(C(=O)/C=C2/C(=O)Nc3ccccc32)cc1` gave MgcRacGAP inhibition 9%, UTI89 phage lysis 0.1%, Salmonella PhoP GFP 5%, Myeloid diff MLP inactive, RSV CPE inhibition 1.9%, NTR1 ag 35, T cell HTS inactive, Large T inhibition 6%, T cell HTS vesicle-bound % 50, NTR1 ag cell count 20 µM 49 and Myeloid diff MLP GFP+ MAC1+ % 0.0.
Screening CCOc1cc(NC(=S)NCCCN2CCOCC2)c(OCC)cc1NC(=O)c1ccc(OC)cc1 returned MgcRacGAP inhibition 8%, UTI89 phage lysis 0.1%, TNAP activators 1.1, Salmonella PhoP GFP 3%, Myeloid diff MLP inactive, RSV CPE inhibition -0.9%, NTR1 ag -2.2, T cell HTS inactive, Large T inhibition 7%, T cell HTS vesicle-bound % 31, NTR1 ag cell count 20 µM 56 and Myeloid diff MLP GFP+ MAC1+ % 0.2.
`CCCCCC(=O)Nc1ccc(Cl)cn1` gave MgcRacGAP inhibition -6%, UTI89 phage lysis 0.0%, TNAP activators 1, Salmonella PhoP GFP -2%, Myeloid diff MLP inactive, RSV CPE inhibition -1.4%, NTR1 ag 1.4, T cell HTS inactive, Large T inhibition 31%, T cell HTS vesicle-bound % 17, NTR1 ag cell count 20 µM 47 and Myeloid diff MLP GFP+ MAC1+ % 4.1.
O=C(CN1C(=O)NC2(CCCCCCC2)C1=O)N1CCOCC1 was read as MgcRacGAP inhibition 7%, UTI89 phage lysis 0.4%, TNAP activators 1.1, Salmonella PhoP GFP 7%, Myeloid diff MLP inactive, RSV CPE inhibition 0.5%, NTR1 ag 0.0, T cell HTS inactive, Large T inhibition 8%, T cell HTS vesicle-bound % 31, NTR1 ag cell count 20 µM 74 and Myeloid diff MLP GFP+ MAC1+ % 3.5.
COc1ccc(NS(=O)(=O)c2ccc(NC(=O)C(C)(C(F)(F)F)C(F)(F)F)cc2)nn1 was read as MgcRacGAP inhibition 17%, UTI89 phage lysis 1.3%, TNAP activators 1.1, Salmonella PhoP GFP -12%, Myeloid diff MLP inactive, RSV CPE inhibition 1.9%, NTR1 ag -0.5, T cell HTS inactive, Large T inhibition -5%, T cell HTS vesicle-bound % 40, NTR1 ag cell count 20 µM 40 and Myeloid diff MLP GFP+ MAC1+ % 1.8.
CCOC(=O)C1CCCN(C(=O)CN2C(=O)C(CC)Oc3ccc(C)cc32)C1 (stereo not given) was read as MgcRacGAP inhibition 5%, UTI89 phage lysis 4.1%, TNAP activators 1, Salmonella PhoP GFP -2%, Myeloid diff MLP inactive, RSV CPE inhibition -0.1%, NTR1 ag 2.2, T cell HTS inactive, Large T inhibition 7%, T cell HTS vesicle-bound % 41, NTR1 ag cell count 20 µM 57 and Myeloid diff MLP GFP+ MAC1+ % 1.1.
For Cc1ccc(CSc2nnc(-c3cccnc3)n2N)cc1 the results were MgcRacGAP inhibition 3%, UTI89 phage lysis 0.2%, TNAP activators 1.1, Salmonella PhoP GFP 3%, Myeloid diff MLP inactive, RSV CPE inhibition 1.4%, NTR1 ag -0.1, T cell HTS inactive, Large T inhibition 14%, T cell HTS vesicle-bound % 54, NTR1 ag cell count 20 µM 75 and Myeloid diff MLP GFP+ MAC1+ % 1.3.
For CN(Cc1ccccc1)CC(O)COc1ccc(CNCc2ccc(Cl)s2)cc1 (stereo not given) the results were MgcRacGAP inhibition 3%, UTI89 phage lysis inactive, TNAP activators 1, Salmonella PhoP GFP 32%, Myeloid diff MLP inactive, RSV CPE inhibition -4.0%, NTR1 ag 1.8, T cell HTS inactive, Large T inhibition -4%, T cell HTS vesicle-bound % 34, NTR1 ag cell count 20 µM 53 and Myeloid diff MLP GFP+ MAC1+ % 0.2.
O=C(Nc1nc2ccccc2[nH]1)c1ccccc1 was read as MgcRacGAP inhibition 13%, UTI89 phage lysis -0.9%, TNAP activators 1.1, Salmonella PhoP GFP 21%, Myeloid diff MLP inactive, RSV CPE inhibition -0.6%, NTR1 ag -1.2, T cell HTS inactive, Large T inhibition 1%, T cell HTS vesicle-bound % 22, NTR1 ag cell count 20 µM 46 and Myeloid diff MLP GFP+ MAC1+ % 0.7.
`CCOC(=O)NC1CCS(=O)(=O)C1` (stereo not given) gave MgcRacGAP inhibition 0%, UTI89 phage lysis 0.0%, TNAP activators 1.2, Salmonella PhoP GFP -4%, Myeloid diff MLP inactive, RSV CPE inhibition 2.5%, NTR1 ag 0.1, T cell HTS inactive, Large T inhibition 10%, T cell HTS vesicle-bound % 17, NTR1 ag cell count 20 µM 83 and Myeloid diff MLP GFP+ MAC1+ % 0.0.
For C/C(=N\NC(=O)c1nnn(-c2nonc2N)c1C)c1ccc(-c2ccccc2)cc1 the results were MgcRacGAP inhibition 9%, UTI89 phage lysis 0.3%, Salmonella PhoP GFP -6%, Myeloid diff MLP inactive, RSV CPE inhibition 2.2%, NTR1 ag -0.6, T cell HTS inactive, Large T inhibition 1%, T cell HTS vesicle-bound % 19, NTR1 ag cell count 20 µM 52 and Myeloid diff MLP GFP+ MAC1+ % 0.9.
COc1cc(CN2CCN(C(=O)CC(C)C)CC2)cc(OC)c1OC was read as MgcRacGAP inhibition inconclusive, UTI89 phage lysis 0.9%, TNAP activators 1.1, Salmonella PhoP GFP 5%, Myeloid diff MLP inactive, RSV CPE inhibition -1.7%, NTR1 ag 1.4, T cell HTS inactive, Large T inhibition 8%, T cell HTS vesicle-bound % 7, NTR1 ag cell count 20 µM 32 and Myeloid diff MLP GFP+ MAC1+ % 1.1.
For CC1(C)O[C@H]2CC(=O)OC[C@]23[C@H]2CC[C@@]4(C)[C@H](c5ccoc5)OC(=O)[C@H]5O[C@]54[C@]2(C)[C@@H](O)C[C@@H]13 the results were MgcRacGAP inhibition 11%, UTI89 phage lysis 1.6%, Myeloid diff MLP inactive, RSV CPE inhibition 1.1%, NTR1 ag -0.7, T cell HTS inactive, T cell HTS vesicle-bound % 32, NTR1 ag cell count 20 µM 77 and Myeloid diff MLP GFP+ MAC1+ % 0.4.
COc1ccc(C2=NOC(Cn3nc(C(=O)NCc4ccccc4OC)cc3-c3ccccc3)C2)cc1 (stereo not given) was read as MgcRacGAP inhibition 6%, UTI89 phage lysis -0.6%, Myeloid diff MLP inactive, RSV CPE inhibition 1.7%, NTR1 ag -0.7, Large T inhibition 4%, NTR1 ag cell count 20 µM 56 and Myeloid diff MLP GFP+ MAC1+ % 2.5.
C=CCn1c[n+](CC(=O)c2ccc(Br)s2)c2ccccc21 was read as TNAP activators 1, Salmonella PhoP GFP -2%, Myeloid diff MLP inactive, RSV CPE inhibition -0.3%, NTR1 ag -1.4, T cell HTS inactive, Large T inhibition 15%, T cell HTS vesicle-bound % 56, NTR1 ag cell count 20 µM 90 and Myeloid diff MLP GFP+ MAC1+ % 0.3.
Screening CCn1nnnc1SCC(=O)Nc1ccc2c(c1)OCO2 returned MgcRacGAP inhibition 14%, UTI89 phage lysis 1.5%, TNAP activators 1.1, Salmonella PhoP GFP 4%, Myeloid diff MLP inactive, RSV CPE inhibition 0.1%, NTR1 ag -1.1, T cell HTS inactive, Large T inhibition 8%, T cell HTS vesicle-bound % 37, NTR1 ag cell count 20 µM 92 and Myeloid diff MLP GFP+ MAC1+ % 0.6.
For CCc1ccc(CNC(=O)c2ccc(NC(=O)C3=CSCCO3)cc2)cc1 the results were MgcRacGAP inhibition 11%, UTI89 phage lysis -0.1%, Salmonella PhoP GFP -2%, Myeloid diff MLP inconclusive, RSV CPE inhibition 2.9%, NTR1 ag -0.1, T cell HTS inactive, Large T inhibition 5%, T cell HTS vesicle-bound % 61 and NTR1 ag cell count 20 µM 53.
For COC(=O)c1cc(-c2ccc(Br)cc2)c2c(=O)[nH]c(=O)n(C)c2n1 the results were MgcRacGAP inhibition 0%, UTI89 phage lysis -0.2%, Salmonella PhoP GFP 3%, Myeloid diff MLP inactive, RSV CPE inhibition 3.4%, NTR1 ag 7.0, T cell HTS inactive, Large T inhibition 12%, T cell HTS vesicle-bound % 12, NTR1 ag cell count 20 µM 93 and Myeloid diff MLP GFP+ MAC1+ % 0.7.
CCCN(C(=O)CCSc1ccc(F)cc1)c1c(N)n(Cc2ccccc2)c(=O)[nH]c1=O was read as MgcRacGAP inhibition 7%, UTI89 phage lysis 0.0%[50 µM], Salmonella PhoP GFP 5%, Myeloid diff MLP inactive, RSV CPE inhibition 0.2%, NTR1 ag -0.4, T cell HTS inactive, Large T inhibition 6%, T cell HTS vesicle-bound % 14, NTR1 ag cell count 20 µM 50 and Myeloid diff MLP GFP+ MAC1+ % 4.0.
For CCOC(=O)N1CCN(C(=O)CNC(=O)C23CC4CC(CC(C4)C2)C3)CC1 the results were MgcRacGAP inhibition 0%, UTI89 phage lysis 0.7%, Salmonella PhoP GFP -1%, Myeloid diff MLP inactive, RSV CPE inhibition 0.2%, NTR1 ag -0.8, T cell HTS inactive, Large T inhibition -7%, T cell HTS vesicle-bound % 30, NTR1 ag cell count 20 µM 60 and Myeloid diff MLP GFP+ MAC1+ % 0.4.

High-throughput results as filed in PubChem.
